# Source: PubChem BioAssay (National Center for Advancing Translational Sciences (NCATS))
# A-T KAP1 phos – qHTS Assay for Identifying a Potential Treatment of Ataxia-Telangiectasia; […] A-T fibroblasts, KAP-1 phosphorylation AlphaLISA; neocarzinostatin DNA damage 30 min before lysis; Potency, µM (highest dose often 57.5 µM), without a hit: at the highest dose activation, hits mostly activators; hit rate 0.19% among 320,000; AID 485349, 2010; further: potency means the concentration at half of the fitted maximal effect; % of control where 0% means no effect; nearly all actives have a fitted effect of over 45% in size
#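 hTERT-immortalized A-T patient fibroblasts ([…]), 500 cells/well in OPTI-MEM, 1% FBS, got compounds for 60 min, then NCS for 30 min at 37C. Lysates were then assayed for phospho-KAP-1 by AlphaLISA (anti-pKAP1 donor, anti-KAP1 acceptor beads), 6 hr at 25C.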
# GALK inhibitor – qHTS Assay for Inhibitors of Human Galactokinase (GALK); Purified GALK, Kinase-Glo residual ATP luminescence; Potency, µM (doses to about 57.5 µM), for inactives: at the top dose activity change, negative = inhibition, most hits filed as inhibitors; hit rate 0.007% among 270,000; AID 1868, 2009; further: potency means the concentration at half of the fitted maximal effect; on the % scale 0 is the no-effect control and ±100 the full control effect
#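 Quantitative HTS: GALK 5 nM, ATP 35 uM, galactose 100 uM, 1 h room temperature, then luciferase-based ATP detection.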
# Integrin act MD – qHTS for Activators of Integrin-Mediated Alleviation for Muscular Dystrophy; alpha7betagal myoblasts, beta-gal FDG fluorescence, 48 h; Potency, µM (top dose mostly 38.3 µM), for the others: at the highest dose activation, hits mostly activators; hit rate 0.064% among 350,000;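 further: potency means the concentration at half of the fitted maximal effect; 100% = response of the positive control SU9516; nearly all actives have a fitted effect of over 60% in size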
#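 alpha7betagal+/- myoblasts (passage 13, 250/well) treated 48 h at 37C with compounds at 1:260 dilution of DMSO stock. Lysed, then beta-galactosidase activity read as FDG fluorescence (ex 480/em 540) after 30 min, with pre-read for autofluorescence.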
# ASM inhibitor – Inhibitors of Secretory Acid Sphingomyelinase (S-ASM): qHTS; placental ASM, HMU-PC fluorogenic substrate, 60 min; Potency, µM (series often up to 57.5 µM), for the others: at the highest dose activity change, negative = inhibition, most hits filed as inhibitors; hit rate 0.006% among 340,000; AID 504937, 2011; further: potency means the concentration at half of the fitted maximal effect
#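 Human placenta-derived ASM enzyme was preincubated with compound for 10 minutes at room temperature, then given fluorogenic substrate HMU-PC0 (9 uM final) for 60 minutes at 37 °C; a pH 10 stop preceded fluorescence reading at Ex 386/Em 447 nm.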
# MBNL1 CUG block – qHTS Assay for Inhibitors of MBNL1-poly(CUG) RNA binding; Muscleblind-like protein 1 (Homo sapiens), Q9NR56; TR-FRET MBNL1-His/biotin-(CUG)12 binding, 665/545 ratio; Potency, µM (doses to about 57.5 µM), for the others: at the top dose activity change, negative = inhibition, hits mostly inhibitors; hit rate 0.036% among 280,000; active means well fitted inhibition curve with a large enough effect in the signal ratio, with a control signal flat, not every such curve was filed as active; inconclusive means small, poorly fitted or top-dose-only effect, or effect the other way, or a change in a side signal; inactive means no such curve, though single readings can be large or run the other way; the % refers to the signal ratio; further: potency means the concentration at half of the fitted maximal effect; on the % scale 0 is the no-effect control and ±100 the full control effect
#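 TR-FRET readout: Ex 340 nm, 665/545 nm emission ratio, normalized to buffer-only (basal) and MBNL1-(CUG)12 controls. Complex of MBNL1-His with Biotin-(CUG)12, compounds 92 nM–58 uM, incubated 60 min at room temperature.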
# CXXC DNA block – qHTS Fluorescence Polarization Assay for Inhibitors of MLL CXXC domain - DNA interaction. Histone-lysine N-methyltransferase 2A (Homo sapiens), Q03164. MLL-CXXC / FITC-HOXA9 DNA fluorescence polarization. Potency, µM (titrated, usually from 115 µM), inactives show top-dose activity change, negative = inhibition, actives largely listed as inhibitors. hit rate 0.037% among 290,000. AID 2662, 2010; active means well fitted inhibition curve with a large enough effect in the polarisation, with a control signal flat, not every such curve was filed as active; inconclusive means small, poorly fitted or top-dose-only effect, or effect the other way, or a change in a side signal; inactive means no such curve, though single readings can be large or run the other way; the % refers to the polarisation; further: potency means the concentration at half of the fitted maximal effect
#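 Purified MLL-CXXC (added from a 7 uM solution) was preincubated 5 min at ambient with pinned compounds in 50 mM Tris-HCl pH 7.5, 50 mM NaCl, 1 mM DTT, 0.05% BSA. Fluorescein-labeled HOX-A9 DNA (50 nM solution) followed, 30 min, then polarization read.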
# hERG WT inh – qHTS for Inhibitors of KCHN2 3.1: Wildtype qHTS; AID 720551, 2013; activity change, % at 1.84 µM; Voltage-gated inwardly rectifying potassium channel KCNH2 (Homo sapiens), Q12809; hit rate 0.37% among 340,000; U2OS, BacMam KCNH2, thallium flux FluxOr; stronger effect = lower value;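 active means maximum activity change below -70%; inconclusive means maximum activity change between -70% and -50%; inactive means maximum activity change above -50%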; further: on the % scale 0 is the no-effect control and ±100 the full control effect
# Target sequence (Q12809 whole entry, looked up): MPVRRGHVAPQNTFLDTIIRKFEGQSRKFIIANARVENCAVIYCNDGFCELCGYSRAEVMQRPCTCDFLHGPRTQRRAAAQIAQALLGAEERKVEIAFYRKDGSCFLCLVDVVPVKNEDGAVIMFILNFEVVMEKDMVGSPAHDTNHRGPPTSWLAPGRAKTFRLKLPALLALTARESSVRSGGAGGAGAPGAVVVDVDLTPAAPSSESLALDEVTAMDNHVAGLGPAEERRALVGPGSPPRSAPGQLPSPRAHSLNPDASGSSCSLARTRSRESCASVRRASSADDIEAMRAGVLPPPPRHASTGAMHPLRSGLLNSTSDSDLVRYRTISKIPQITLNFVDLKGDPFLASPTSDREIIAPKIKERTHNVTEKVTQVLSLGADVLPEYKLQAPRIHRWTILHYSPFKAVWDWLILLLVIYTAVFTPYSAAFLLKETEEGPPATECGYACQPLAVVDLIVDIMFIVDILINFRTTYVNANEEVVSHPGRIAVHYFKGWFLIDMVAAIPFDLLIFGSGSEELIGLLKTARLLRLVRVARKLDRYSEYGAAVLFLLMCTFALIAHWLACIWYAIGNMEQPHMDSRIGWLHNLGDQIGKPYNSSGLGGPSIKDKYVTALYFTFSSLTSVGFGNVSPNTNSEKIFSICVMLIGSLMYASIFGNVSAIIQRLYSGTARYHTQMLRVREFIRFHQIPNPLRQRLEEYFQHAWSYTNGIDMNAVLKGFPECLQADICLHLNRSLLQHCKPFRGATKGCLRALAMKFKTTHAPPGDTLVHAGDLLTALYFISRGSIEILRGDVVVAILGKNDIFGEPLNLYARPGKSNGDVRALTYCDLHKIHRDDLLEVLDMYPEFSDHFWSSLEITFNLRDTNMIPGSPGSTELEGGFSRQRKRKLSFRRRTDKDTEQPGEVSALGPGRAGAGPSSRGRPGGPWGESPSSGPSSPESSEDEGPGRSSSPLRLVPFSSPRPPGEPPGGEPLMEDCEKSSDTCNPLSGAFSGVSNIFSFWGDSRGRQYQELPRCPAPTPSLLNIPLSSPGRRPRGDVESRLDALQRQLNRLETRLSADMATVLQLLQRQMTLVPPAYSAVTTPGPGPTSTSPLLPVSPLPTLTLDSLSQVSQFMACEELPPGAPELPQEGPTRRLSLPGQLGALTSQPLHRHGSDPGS
#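 U2OS cells were transduced with wild-type KCNH2 virus (2.03 x 10^8 / mL) for 4 h at room temperature, then cultured overnight at 37 C. Thallium flux was read with FluxOr dye. Rate constants were normalized to DMSO controls.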
# KCNH2 3.1 block – qHTS for Inhibitors of KCHN2 3.1: Mutant qHTS. Potassium voltage-gated channel subfamily H member 2, brain isoform KCNH2 3.1 (human). hit rate 0.95% among 340,000. activity change, % (tested at about 1.8 µM). U2OS KCNH2 3.1, thallium flux FluxOr; stronger effect = lower value;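 active means maximum activity change below -70%; inconclusive means maximum activity change from -70% to -50%; inactive means maximum activity change above -50%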;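 further: thallium influx rate constant from kinetic fluorescence after stimulation buffer; on the % scale 0 is the no-effect control and ±100 the full control effect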
#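 Measured as rate of thallium-driven FluxOr signal in transduced U2OS cells carrying the 3.1 channel, read kinetically for 2 min upon stimulation; values are rate constants scaled to DMSO control wells.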
# TRPV1 ag – HTS Assay for Compounds that Act as Agonists of the Vanilloid Receptor 1 | Transient receptor potential cation channel subfamily V member 1 (Homo sapiens), Q8NER1 | TRPV1-expressing cells, Fluo-8 calcium influx, agonist mode | activation, % at 8.33 µM | hit rate 0.19% among 320,000; in the data active means activation above about 80%; inconclusive means between about 30% and that limit; further: 0% is about no effect
#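 Fluo-8 calcium influx in TRPV1-expressing cells, kinetic read (ex 480/em 520 nm). Compound added and read 3 min for agonist activity, followed by capsaicin at EC20 final and 2 min further read for enhancement.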
# FBPA coupling cs – qHTS Assay for Inhibitors of Fructose-1,6-bisphosphate Aldolase from Giardia Lamblia: Coupling assay counterscreen. coupling enzyme system counterscreen, AmpLite Red fluorescence. activity change, negative = inhibition, % at 58.2 µM, hits read low. hit rate 0.67% among 290,000. AID 2472, 2010; in the data active means activity change below about -30%; further: on the % scale 0 is the no-effect control and ±100 the full control effect
#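 Activity here indicates interference with the coupling reaction, not aldolase inhibition. Compounds at 57.5 uM final met coupling enzymes for 10 min at RT; substrate and AmpLite Red detection followed, with a 525/598 nm fluorescence read after 20 min.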
# Starred values were filed as active, the others as inactive; ? = inconclusive; . = no result given; & = joins results of further samples; [ ] = another dose, or the depositor's remark. Unless noted, the call rests on the fitted dose curve; in most records, active means well fitted curve in the direction sought with a large enough effect; inconclusive means small, poorly fitted or top-dose-only effect, or another doubt; inactive means no such curve, though single readings can be large; an effect the other way counts as inactive or inconclusive.
SMILES,A-T KAP1 phos,GALK inhibitor,Integrin act MD,ASM inhibitor,MBNL1 CUG block,CXXC DNA block,hERG WT inh,KCNH2 3.1 block,TRPV1 ag,FBPA coupling cs
CCc1nnc(NC2=NCCC2)s1,8%,1%,19%,2%,-14%,-3%,1,4,-1,0
CCCCc1c(O)nc(SCC(=O)Nc2ccc(C)cc2)n(-c2ccc(OC)cc2)c1=O,-1%,-4%,12%,-2%,1%,14%,8,-7,-1,.
COC(=O)C1CCN(C(=O)C2CCN(C(=O)[C@@H](NS(=O)(=O)c3ccc(C)cc3)C(C)C)CC2)CC1,11%,.,-9%,3%,2%,-5%,-4,8,20,-1
COc1ccc(C(=O)/C=C/C(=O)N(CC(=O)NC2CCCCC2)Cc2ccccc2OC)c(O)c1,-1%,-2%,0%,-2%,-11%,3%,4,-14,11,2
COc1cc(S(=O)(=O)NCc2ccccn2)c(OC)cc1Cl,-4%,0%,4%,2%,0%,-6%,-9,11,-6,4
Clc1ccccc1OCc1nnc(-c2ccccc2)o1,1%,9%,0%,-1%,4%,-4%,-7,-3,12,0
O=C(Cc1cccc(NC(=O)C2CCN(C(=O)C3CCCC3)CC2)c1)Nc1cccc(C(=O)N2CCCCC2)c1,.,.,-15%,-4%,.,.,-1,-46,.,.
CCOC(=O)c1c(NC(=O)/C=C/c2ccc(C)o2)sc(C)c1C,2%,-1%,36%,20%,11%,3%,-23,-15,1,5
O=C(NCC1CCS(=O)(=O)C1)NCC1CCS(=O)(=O)C1 (configuration not stated),12%,-2%,11%[7.66 µM],5%,4%,1%,8,7,2,-3
Cc1nc(-c2ccc(NC(=O)c3ccccc3)cc2)cs1,-3%,0%,-16%,0%,-10%,1%,-5,-21,13,-1
Cc1ccccc1N1C(=O)C2C3C=CC(C2C1=O)N(C)C3=O (configuration not stated),-6%,-4%,-15%,1%,-2%,-2%,12,5,-5,-1
COc1cc(C(=O)NNC(=O)c2ccccc2OCc2c(C)noc2C)cc(OC)c1OC,-9%,.,-41%[inhibitor],-11%,.,.,12,-87*,-3,.
Cc1ccc(C)c(OCC(=O)Nc2ccccc2C(=O)N2CCN(C)CC2)c1,8%,4%,24%,-3%,1%,9%,8,-19,-1,.
Cc1ccc(O)c(N=CC2=C(O)c3ccccc3C2=O)c1,-5%,-1%,0%,?,?,?,3,16,0,-9
O=C(c1ccccc1)c1ccc(-n2ccnc2)c([N+](=O)[O-])c1,-11%,-2%,-26%,3%,?,-4%,-4,-4,2,-1
CCC(CC)N1CCN(CCc2ccccc2)C(CCO)C1 (configuration not stated),-4%,5%,-6%,-4%,5%,-11%,.,3,2,0
CC(Sc1ccc(Cl)cc1)C(=O)NNC(=O)c1ccncc1 (configuration not stated),8%,.,?,1%,.,.,-11,11,3,.
CCOC(=O)C1=C(C)NC(C)=C(C(=O)OCC)C1c1ccccn1,7%,-4%,-16%&12%,170%[activator],9%,-17%,3&-7,-14&5,0,0
CCC(C)Sc1nnc(NC(=O)C2CCN(C(=O)c3ccco3)CC2)s1 (configuration not stated),0%,6%,0%,-6%,1%,-1%,-3,3,0,2
CCOC(=O)C1CCCN(Cc2cn[nH]c2-c2ccc(F)cc2F)C1 (configuration not stated),0%,5%,-7%,5%,-1%,-7%,6,8,2,0
CCN(CC)C(=O)c1cn(-c2ccccc2)nc1-c1ccc2c(c1)OCCO2,5%,1%,-5%,5%,-5%,-6%,0,-2,?,-1
CCn1c(CNc2ccc(OC)cc2)nnc1SCC(=O)Nc1ccc(F)cc1,.,2%,-21%,2%,7%,11%,0,-3,-1,7
O=C(Nc1ccc2snnc2c1)N1CCSCC1,-10%,3%,12%,10%,5%,0%,-3,7,?,2
Cc1ccc(NC(=O)C2CC2c2ccccc2)c([N+](=O)[O-])c1 (configuration not stated),-2%,-2%,15%,-1%,11%,-2%,-3,3,23,-2
Cc1c(C(=O)NCc2ccco2)oc2c(Cl)cccc12,-9%,.,3%,-1%,.,.,-2,-6,2,.
CC(C)(C)n1nc2c(c1NC(=O)Cc1ccc(F)cc1)CSC2,0%,2%,-3%,-1%,-2%,-1%,-3,-2,6,0
C/C(N)=C(/C#N)C(=O)CSc1nnc(Nc2c(C)cccc2C)s1,-2%,10%,0%&-12%,-3%&4%,-2%,9%,2&-1,11&-13,4,0
CC(=O)N(Cc1ccccc1)Cc1nc2sc(C)c(C)c2c(=O)[nH]1,0%,7%,8%,7%,7%,-3%,-3,-16,-6,6
CCCOc1ccc(C2=CC(=O)C[C@H](c3ccc(OC)cc3)C2)cc1,12%,.,11%,-17%,.,.,0,7,11,.
Cc1ccc(NC(=O)NCc2ccc3c(c2)OCO3)cc1,0%,1%,-15%,0%,-4%,12%,-9,-11,?,2
Cc1cc(C)cc(C(=O)Nc2nnc(SCC(=O)N3CCCc4ccccc43)s2)c1,0%,0%,-4%,-8%,11%,9%,4,8,-2,19
Cc1ccc(S(=O)(=O)N2CCN(C(=O)CSc3nccn3C)CC2)cc1,-23%,3%,43%,4%,-1%,-8%,1,11,0,1
O=C(CSc1ccccc1)NCc1ccccc1,8%,-2%,12%,2%,5%,-4%,39,-7,2,0
O=C(NNC(=O)C1CCC1)c1cccc(Cl)c1,-13%,.,14%,4%,.,.,-4,3,-1,.
Cc1ccc(C(=O)CCC(=O)NC2CCCC(C)C2C)cc1 (configuration not stated),-6%,-3%,-9%,-2%,8%,?,-5,-9,9,2
Cc1ccccc1OCC1Cc2c(nc(N)c(C#N)c2N)O1 (configuration not stated),6%,-1%,-16%,0%,2%,-6%,5,3,3,3
Cc1cc(NC(=O)C2CCCCC2)ccc1NC(=O)c1ccccc1Cl,-3%,-1%,23%,-5%,?,6%,-2,3,4,3
CCOC(=O)/C(C#N)=N/Nc1ccc(S(=O)(=O)N2CCc3ccccc32)cc1,2%,0%,-25%,-17%,26%,0%,-2,-13,4,2
Cn1cccc1/C=C1\SC(=S)N(NC(=O)c2ccccc2)C1=O,-4%,-5%,29%,-24%,?,?,0,2,16,1
CC1CCCCN1c1nnc(N)s1 (configuration not stated),6%,0%,5%,6%,13%,0%,-27,-10,-9,-3
Cc1ccccc1NC(=S)N(C)Cc1cccs1,1%,0%,-40%,3%,-2%,-1%,21,3,-2,-3
COc1cc(OC)cc(N2C(=O)CC(N3CCC(C(=O)N4CCCCC4)CC3)C2=O)c1 (configuration not stated),-11%,-1%,?,2%,-9%,20%,-5,.,-1,.
CC1CC(Nc2ccccc2)c2ccccc2N1C(=O)c1ccccc1F (configuration not stated),-13%,5%,-31%,-2%,-7%,3%,8,-3,6,-6
C#CCOCCOCCOCCNc1nc(N2CCN(C(=O)[C@H](CCC(=O)O)n3cc(C(N)Cc4ccc(O)cc4)nn3)CC2)nc(N2CCN(C(=O)[C@H](CCC(=O)O)n3cc(C(N)CC(C)C)nn3)CC2)n1 (some centres not stated),-9%,-1%,0%,9%,-13%,-1%,-2,21,-4,0
Cc1cc(C)cc(NS(=O)(=O)c2ccc(NC(=O)C3CCCCC3C(=O)O)cc2)c1 (configuration not stated),1%,-5%,-1%,28%,.,-4%,-1,6,-1,3
Oc1c(C(c2cccs2)N2CCN(c3cccc(Cl)c3)CC2)sc2ncnn12 (configuration not stated),-2%,-1%,-25%,-6%,8%,-9%,-3,-14,-2,0
O=C(CSc1n[nH]c(=O)n1C1CC1)Nc1cc(Cl)ccc1Oc1ccccc1,.,1%,-60%[inhibitor],-2%,-9%,-12%,-2,21,?,-6
COC(=O)CNC(=O)C12CC3(C)CC(C)(CC(C)(C3)C1)C2,1%,1%,25%,-2%,-10%,-5%,14,-10,2,6

# Quoted at random: two compounds from above.
SMILES,A-T KAP1 phos,GALK inhibitor,Integrin act MD,ASM inhibitor,MBNL1 CUG block,CXXC DNA block,hERG WT inh,KCNH2 3.1 block,TRPV1 ag,FBPA coupling cs
O=C(CSc1n[nH]c(=O)n1C1CC1)Nc1cc(Cl)ccc1Oc1ccccc1,.,1%,-60%[inhibitor],-2%,-9%,-12%,-2,21,?,-6
COc1cc(OC)cc(N2C(=O)CC(N3CCC(C(=O)N4CCCCC4)CC3)C2=O)c1 (configuration not stated),-11%,-1%,?,2%,-9%,20%,-5,.,-1,.
